Source: PubChem (several laboratories)
LANA DNA inh – inhibitors of KSHV C-LANA binding to DNA, primary screen, biochemical, fluorescence polarization, FAM-LBS DNA, MBP-C-LANA, single point; Kaposi's sarcoma herpesvirus LANA C-terminal domain (residues 932-1162) DNA binding; inhibition, % at 9 µM; 340,000 compounds, 0.078% hits;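 active = highest replicate inhibition at or above 60% at 9 µM, even if other replicates fall short; inactive = all replicates below 60% inhibition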;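 note: 0% = neutral control wells and 100% = 4 µM acridine orange control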
RTF Ca sens act – cardiac RTF calcium sensitivity activators, primary screen, biochemical, IANBD-TnC fluorescence, EC20 calcium. Troponin I, cardiac muscle (Homo sapiens) + Troponin T, cardiac muscle (Homo sapiens) + …. IANBD-labeled TnC RTF fluorescence at EC20 calcium; 0% EC20 calcium, 100% full calcium. activation, % at 7.2 µM. 340,000 compounds, 0.24% hits. AID 493008, 2010;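 active = activation above the mean over all tested compounds plus 3 SD, cut at about 30% in these data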;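 note: rise in fluorescence read as greater calcium sensitivity of cardiac thin filaments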
OPRM1-OPRD1 inv – inverse agonists of MOR-DOR heterodimerization, primary screen, cell-based, luminescence; cell-based MOR-DOR heterodimer luminescence, inverse agonism; inhibition, % at 9.3 µM; 340,000 compounds, 0.21% hits; Mu-type opioid receptor (Homo sapiens) + Delta-type opioid receptor (Homo sapiens), …; in the data active = inhibition above about 22%, passing the limit was not always enough;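 note: 0% = cells with DMSO and 100% = wells without cells with DMSO; values of inactives mirror those of a sister screen read the other way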
MOR-DOR ag – agonists of OPRM1-OPRD1 heterodimerization, primary screen, cell-based, luminescence | Mu-type opioid receptor (Homo sapiens) + Delta-type opioid receptor (Homo sapiens), … | cells | activation, % at 9.3 µM | 340,000 compounds, 0.3% hits | AID 504326, 2011; in the data active = activation above about 18%;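 note: 0% = vehicle-treated cells and 100% = reference agonist; values of inactives mirror those of a sister screen read the other way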
V-ATPase pH – regulators of yeast V-ATPase proton pumping, primary screen, pHLuorin cytosolic pH fluorescence; S. cerevisiae; response, % at 10 µM; 350,000 compounds, 0.37% hits; AID 504577, 2011; in the data active = response mostly above about 7.3%, no sharp cut-off; inactive = mostly below about 5.4%; note: actives read high; inactives centre near 0; some compounds called inactive have numbers as strong as hits; reference of the scale not given here
Arrestin-AP2 inh – inhibitors of beta-arrestin/AP2 binding, primary screen, biochemical, GPCR trafficking, flow cytometry; beta-arrestin 1 C-terminal peptide binding to AP2 beta2-adaptin appendage (human); FITC-arrestin peptide / GST-AP2 beads; AP2 beta2 appendage carries R879A mutation; inhibition, % at 10 µM; 340,000 compounds, 0.31% hits;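 active = inhibition above a set limit, near 3 SD of compounds lacking own fluorescence, cut at about 54% in these data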;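 note: plate controls were DMSO wells for no effect and 5 µM unlabelled arrestin peptide for full effect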
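System: GST-AP2 R879A glutathione beads. Medium: PBS with 0.05% Tween 20 and 0.1% BSA. Also added: FITC-arrestin peptide, 50 nM. Incubation: 12 min plus 1 h, RT. Measured by: high-throughput flow cytometry of beads, ex 488, em 535 nm. Evaluation: percent drop in bead-associated FITC signal.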
RTF Ca sens inh – cardiac RTF calcium sensitivity inhibitors, primary screen, biochemical, IANBD-TnC fluorescence, EC70 calcium; Troponin I, cardiac muscle (Homo sapiens) + Troponin T, cardiac muscle (Homo sapiens) + …; 340,000 compounds, 0.12% hits; IANBD-labeled cardiac RTF, Ca2+ fluorescence; inhibition, % at 7.15 µM;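 active = inhibition above the mean inhibition of all tested compounds plus 3 SD, cut at about 17% in these data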;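 note: assay run at fixed EC70 calcium of 1.6 mM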
Keap1 Nrf2 FP – Keap1-Nrf2 protein-protein interaction inhibitors, primary screen, biochemical, fluorescence polarization, single point | Kelch-like ECH-associated protein 1 (Homo sapiens), Q14145 | Keap1 Kelch-Nrf2 peptide fluorescence polarization, 1536-well | inhibition, % at 9.4 µM | 340,000 compounds, 0.15% hits | AID 504523, 2011; in the data active = inhibition above about 12%;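 note: human Keap1 Kelch domain with fluorescein labeled Nrf2 9mer peptide probe; 0% = neutral control wells and 100% = peptide positive control; higher means more block of Keap1 binding to Nrf2 peptide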
DSG3 Ab inh – inhibitors of pemphigus antibody binding to DSG3, primary screen, biochemical, bead-based, flow cytometry, scFv-GFP. Desmoglein-3 (Homo sapiens), P32926. DSG3-coupled beads, scFv-anti-DSG3-GFP binding; active compounds read low. 310,000 compounds, 0.48% hits. binding (percent of control), % at 10 µM;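 active = binding more than 3 SD below its plate's average and above zero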;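 note: hits lower antibody fragment binding to DSG3; some compounds called inactive have numbers as strong as hits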
Target sequence (P32926 whole entry, looked up, the tested form may be a part): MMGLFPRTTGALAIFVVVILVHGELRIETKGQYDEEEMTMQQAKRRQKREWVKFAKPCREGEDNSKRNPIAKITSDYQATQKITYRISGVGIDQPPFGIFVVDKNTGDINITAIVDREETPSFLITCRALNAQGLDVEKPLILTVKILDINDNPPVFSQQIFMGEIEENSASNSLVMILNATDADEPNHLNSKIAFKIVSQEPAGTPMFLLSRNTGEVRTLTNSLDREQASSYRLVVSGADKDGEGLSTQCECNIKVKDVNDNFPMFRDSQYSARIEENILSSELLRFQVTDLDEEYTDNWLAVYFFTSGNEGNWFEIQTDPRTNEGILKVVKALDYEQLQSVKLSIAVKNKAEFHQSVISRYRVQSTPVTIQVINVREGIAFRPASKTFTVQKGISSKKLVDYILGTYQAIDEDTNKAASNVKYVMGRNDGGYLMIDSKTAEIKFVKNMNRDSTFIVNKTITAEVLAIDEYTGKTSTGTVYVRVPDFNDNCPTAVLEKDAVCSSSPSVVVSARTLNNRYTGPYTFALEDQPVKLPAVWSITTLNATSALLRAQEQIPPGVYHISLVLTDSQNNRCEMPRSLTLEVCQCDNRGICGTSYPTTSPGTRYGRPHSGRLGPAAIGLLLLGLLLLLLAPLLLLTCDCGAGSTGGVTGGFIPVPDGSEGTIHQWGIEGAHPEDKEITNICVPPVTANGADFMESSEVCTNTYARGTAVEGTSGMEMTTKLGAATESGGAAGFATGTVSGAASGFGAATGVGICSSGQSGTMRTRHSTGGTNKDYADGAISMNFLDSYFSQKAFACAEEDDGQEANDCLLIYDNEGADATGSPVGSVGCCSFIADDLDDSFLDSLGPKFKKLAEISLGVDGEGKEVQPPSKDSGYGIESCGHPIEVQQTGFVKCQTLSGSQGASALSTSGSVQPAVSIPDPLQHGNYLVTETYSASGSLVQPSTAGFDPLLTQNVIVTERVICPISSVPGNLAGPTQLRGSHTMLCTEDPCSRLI
Wnt act – Wnt/beta-catenin pathway activators, primary screen, cell-based, plate reader, single point. Wnt/beta-catenin reporter cell assay, activator. 300,000 compounds, 1.2% hits. activation, % at 9.35 µM. AID 743398, 2014; in the data active = activation above about 30%, passing the limit was not always enough;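 note: 0% = neutral control wells and 100% = positive control wells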
* = called active by the depositor; · = not tested or not shown.

SMILES	LANA DNA inh	RTF Ca sens act	OPRM1-OPRD1 inv	MOR-DOR ag	V-ATPase pH	Arrestin-AP2 inh	RTF Ca sens inh	Keap1 Nrf2 FP	DSG3 Ab inh	Wnt act
O=C(Nc1ccccc1F)c1c[nH]c(=O)[nH]c1=O	-1.0	6	8	-1.6	6	4	-7	-7	86	-10
Cc1cccc2cc(CN(Cc3cccnc3)C(=S)NCCCN(C)C)c(=O)[nH]c12	0.2	-5	13	-2.6	-2	38	-2	-1	113	-10
CCN(CC)C(=O)COc1ccc(S(=O)(=O)N2CCOCC2)cc1	-1.2	0	11	-1.9	6	17	-5	-1	98	·
Cc1ccnc2c1ccc1ccccc12	-1.4	-2	-6	1.3	1	9	-3	-5	110	1
O=S(=O)(c1ccc(Br)cc1)N1CCN(c2cc(-c3ccccc3)nc3ncnn23)CC1	-0.5	2	6	-1.2	8	21	4	-3	96	-2
CCCCn1c(N)c(N(CCOC)C(=O)CN2c3ccccc3CC2C)c(=O)[nH]c1=O (centres undefined)	1.0	4	11	-2.2	3	-6	2	0	97	-1
COCCOC(=O)c1c(NC(=O)CNCc2ccco2)sc(C(N)=O)c1C	-0.8	0	2	-0.5	10*	54	-7	-1	114	1
O=c1[nH]c(Cc2ccccc2)nc2scc(-c3ccccc3)c12	0.1	-3	-16	3.9	1	-7	-5	3	·	-2
O=C(OCC(=O)N1CCCc2ccccc21)c1cc(S(=O)(=O)N2CCOCC2)ccc1F	1.6	4	-3	0.6	5	-8	-1	0	102	1
COc1ccc(CN(C)S(=O)(=O)c2nnc(NC(=O)c3ccccc3)s2)cc1OC	0.9	-1	-2	0.3	0	-17	-10	0	·	-1
CC1CCCC(NC(=O)COC(=O)c2ccc([N+](=O)[O-])s2)C1C (centres undefined)	-1.0	-2	-8	1.9	5	-5	-10	0	93	2
CC(=O)c1cccc(N=Nc2c(-c3ccccc3)[nH]n(-c3ccccc3)c2=O)c1	-1.6	-3	13	-2.6	1	4	-2	-4	77	-3
COCCNCC(=O)NCC12CC3CC(CC(C3)C1)C2	-1.9	-5	20	-4.9	2	30	1	2	·	·
CCOC(=O)c1cnc2c(-c3ccccc3)c(-c3ccccc3)nn2c1C	1.3	13	10	-2.3	3	-10	-1	-8	92	-3
CCOC(=O)CNC(=O)C1(/C=C/c2ccccc2)CC(=O)N1c1ccc(OC)cc1 (centres undefined)	1.4	-1	16	-3.6	-2	-3	-8	-5	94	-2
CN1CCN(CC/C=C2/c3ccccc3Sc3ccc(S(=O)(=O)N(C)C)cc32)CC1	0.2	6	-3	0.6	0	20	3	-2	103	4
O=S(Cc1ccc(Cl)cc1)c1ccccc1 (centres undefined)	-1.5	-3	7	-1.4	-5	4	0	-4	97	-5
CCCN1CCc2c(sc3nc(SCC)n(-c4ccc(OC)cc4)c(=O)c23)C1	-0.1	-2	13	-2.8	-2	38	-3	-3	104	·
COc1ccc(N(C)C(=O)CCC(=O)Nc2ccc3nc(N4CCOCC4)cc(C)c3c2)c(OC)c1	-1.3	-2	9	-2.1	8	8	-2	2	89*	·
Cc1c(NC(=O)C(C)N(c2ccccc2)S(C)(=O)=O)c(=O)n(-c2ccccc2)n1C (centres undefined)	2.8	-1	5	-1.0	2	-3	-1	2	104	-2
COc1ccc2oc(C(=O)OCC(=O)NCc3ccccc3OC)c(C)c2c1	-2.7	1	-8	1.2	4	14	-7	-6	101	0
CC(C)C(c1nnnn1C1CCCC1)N1CCCc2ccccc21 (centres undefined)	-0.1	2	-9	1.9	-2	-3	-4	3	115	-3
Cc1csc2c(C#N)c(=O)c3c(n12)CCC3	-1.2	0	2	-0.4	0	-4	-4	-2	103	·
Cc1ccc(NC(=O)CSc2nc3ccccc3c(=O)n2CCCN2CCCCC2)cc1C	-0.5	0	-11	2.1	-4	3	-2	-4	104	20
Fc1ccccc1-n1c(-c2ccc3ccccc3n2)n[nH]c1=S	-0.3	0	11	-2.1	-2	-15	-6	-3	121	4
C=CCn1c(SCC(=O)c2cc(C)n(C(C)COC)c2C)nc2sc(C)c(C)c2c1=O (centres undefined)	-0.8	2	-11	2.3	2	1	-9	1	95	·
CC(OC(=O)c1ccc(Cl)cc1)C(=O)NCC1CCCCC1 (centres undefined)	-0.8	-1	11	-2.8	0	12	3	-1	91	-2
CC1CCC(C(C)C)C(OCC[N+](C)(C)C)C1 (centres undefined)	-0.1	0	8	-1.5	2	17	1	-4	95	-1
CC(=O)Nc1ccc(S(=O)(=O)c2ccc(C)cc2)cc1	-0.7	-1	-20	4.0	4	-1	0	-5	105	-3
OC(COc1ccccc1)CSc1ncn[nH]1 (centres undefined)	1.2	1	18	-3.4	-2	-4	-2	-4	96	·
CCOC(=O)c1ccc(N=NN(C)C)cc1	0.5	-5	17	-3.5	2	-3	-5	0	·	1
CN1CCN(C/C(=C2/N=C(c3ccccc3)OC2=O)N(C)C)CC1	-2.2	0	9	-1.7	-3	-6	5	-5	100	·
Oc1c(Br)cc(Br)cc1/C=N/N1CCN(Cc2ccccc2)CC1	-1.7	0	11	-2.1	0	·	-8	-5	96	·
O=C(COC(=O)c1ccc(Cl)nc1)Nc1cccc(S(=O)(=O)N2CCCCC2)c1	0.1	-4	5	-1.4	-7	3	1	-6	97	-1
CCOc1ccc(NC(=S)N2CCc3cc(OC)c(OC)cc3C2COc2ccc3c(C)cc(=O)oc3c2)cc1 (centres undefined)	-0.4	2	15	-3.0	1	18	9	-4	·	·
COc1ccc(N2C(=S)NC3CS(=O)(=O)CC32)cc1 (centres undefined)	-1.2	-5	18	-3.7	-3	5	8	1	·	1
CN1CCN(C2Cc3cc(Cl)ccc3Sc3cc(F)ccc32)CC1 (centres undefined)	0.2	8	-42	7.9	-2	16	0	-6	121	2
N#C/C(=C\c1c(Oc2ccccc2F)nc2ccccn2c1=O)C(=O)NC1CCS(=O)(=O)C1 (centres undefined)	2.3	-5	-8	1.1	0	3	4	0	·	-4
CC(C)=CCN1CCN(Cc2cnc(C)s2)CC1CCO (centres undefined)	-1.5	2	12	-2.4	-1	31	-1	-3	100	0
Cc1nc2cc(NC(=O)NC(C)(C)C)ccc2n1C	-0.8	2	-6	0.8	-2	14	-12	-3	96	7
CC(=O)c1ccc(NC(=S)NCc2ccco2)cc1	1.5	3	13	-2.4	0	-12	-5	0	98	10
c1cncc(-c2cn(C[C@H]3CC[C@@H]([C@@H]4CC[C@H](Cn5cc(-c6cccnc6)nn5)O4)O3)nn2)c1	2.2	3	11	-2.0	-2	-8	-4	-1	103	-2
C[C@H]1C=C(C(=O)NCc2nc3ccccc3[nH]2)O[C@@H](OCc2ccc(CO)cc2)C1	-1.4	1	10	-1.9	0	22	-1	0	104	-2
C=CCOc1ccc(/C=C/C(=O)OCC(=O)NC2CCCCCC2)cc1	-1.1	-1	-17	3.1	-4	6	-5	-4	101	-6
C[N+]1(CCCCSc2ccc(O)cc2)CCCCC1	-0.2	2	-7	1.1	4	-20	9	-4	101	-2

Full records from above. Screens in order: LANA DNA inh | RTF Ca sens act | OPRM1-OPRD1 inv | MOR-DOR ag | V-ATPase pH | Arrestin-AP2 inh | RTF Ca sens inh | Keap1 Nrf2 FP | DSG3 Ab inh | Wnt act
`C[C@H]1C=C(C(=O)NCc2nc3ccccc3[nH]2)O[C@@H](OCc2ccc(CO)cc2)C1` reads -1.4 | 1 | 10 | -1.9 | 0 | 22 | -1 | 0 | 104 | -2
`Oc1c(Br)cc(Br)cc1/C=N/N1CCN(Cc2ccccc2)CC1` reads -1.7 | 0 | 11 | -2.1 | 0 | · | -8 | -5 | 96 | ·

Other structures.
SMILES	LANA DNA inh	RTF Ca sens act	OPRM1-OPRD1 inv	MOR-DOR ag	V-ATPase pH	Arrestin-AP2 inh	RTF Ca sens inh	Keap1 Nrf2 FP	DSG3 Ab inh	Wnt act
CC(C)c1ccc(O)c(NC(=O)c2cncc(Br)c2)c1	-1.3	0	-20	4.1	5	-1	-1	-3	102	·
CCOCCCNC(=O)c1c(C)[nH]c(C(=O)OCC)c1C	0.3	-4	2	-0.3	-6	26	1	5	90	·
COc1ccc(CN2CCN(C(C)C)C(CCO)C2)cc1Cn1cncn1 (centres undefined)	1.3	1	8	-1.7	1	4	-2	-1	101	-1
COc1ccc2[nH]c(=O)c(CNc3ccccc3)cc2c1	2.2	-1	4	-0.7	4	1	-6	-2	107	28
COc1cccc(N(CC(=O)Nc2cccc(C(C)=O)c2)S(C)(=O)=O)c1	0.4	2	6	-1.0	2	2	-4	-1	102	·
O=S(=O)(NCc1csc(-c2cccnc2)n1)c1ccc2c(c1)OCCO2	-1.7	2	6	-1.0	1	12	-24	2	108	·
O=c1c(Cc2c(F)cccc2Cl)c(O)ccn1C1CC1	0.1	-2	13	-2.5	-1	21	6	3	98	-2
Cc1cc(C)cc(N(C(=O)c2sc(C)nc2C)C(C(=O)NCc2ccco2)c2ccccc2)c1 (centres undefined)	2.4	-2	9	-1.5	5	12	-9	-1	105	-2
CCCc1cc(=O)n2[nH]c(-c3cccc(Br)c3)cc2n1	-1.1	-4	8	-1.6	3	35	2	3	126	7
O=C(Nc1ccccc1C(=O)N1CCOCC1)C1CCCO1 (centres undefined)	0.0	-4	5	-1.0	2	-5	-8	-2	97	·
Cc1[nH]nc(-c2cccnc2)c1N=NN(C)C	1.8	-3	-12	2.8	0	-13	5	1	96	-1
CCc1c(C)sc(NC(=O)c2ccco2)c1C(=O)N1CCOCC1	1.3	8	8	-1.5	-4	10	-4	-6	93	-4
CCn1c(SCC(=O)Nc2sc3c(c2C#N)CCC(C(C)(C)C)C3)nnc1-c1ccco1 (centres undefined)	-2.2	5	7	-1.4	3	4	-1	-2	·	·
Nc1c(S(=O)(=O)c2cccs2)c2nc3ccccc3nc2n1Cc1cccs1	-1.0	-2	4	-0.7	-1	12	9	-6	110	·
C=CCNC(=O)c1ccc(-c2ccc([N+](=O)[O-])cc2)o1	0.5	10	-4	0.8	5	11	-10	-6	88	6
COc1ccc(CCC(=O)N2CCc3ccccc32)cc1	0.8	19	3	-0.5	2	-4	0	-1	111	20
COc1ccc(C(=O)CC(=O)C(=O)Nc2ccc([N+](=O)[O-])cc2C)cc1	-7.0	-2	6	-1.3	-7	14	-7	0	97	-3
Fc1ccc(COc2ccc(Cl)cc2/C=N/Nc2nc(N3CCCC3)nc(N3CCCC3)n2)cc1	0.3	2	-7	1.3	0	5	0	-7	91	-2
